From PubChem
TcdB GH inh – TcdB glycohydrolase inhibition. TcdB glycohydrolase enzymatic assay, plate reader. inhibition, % at 9.99 µM. hit rate 0.24% among 350,000. AID 652162; in the data active = inhibition above about 10%
Target sequence (P18177 whole entry, looked up): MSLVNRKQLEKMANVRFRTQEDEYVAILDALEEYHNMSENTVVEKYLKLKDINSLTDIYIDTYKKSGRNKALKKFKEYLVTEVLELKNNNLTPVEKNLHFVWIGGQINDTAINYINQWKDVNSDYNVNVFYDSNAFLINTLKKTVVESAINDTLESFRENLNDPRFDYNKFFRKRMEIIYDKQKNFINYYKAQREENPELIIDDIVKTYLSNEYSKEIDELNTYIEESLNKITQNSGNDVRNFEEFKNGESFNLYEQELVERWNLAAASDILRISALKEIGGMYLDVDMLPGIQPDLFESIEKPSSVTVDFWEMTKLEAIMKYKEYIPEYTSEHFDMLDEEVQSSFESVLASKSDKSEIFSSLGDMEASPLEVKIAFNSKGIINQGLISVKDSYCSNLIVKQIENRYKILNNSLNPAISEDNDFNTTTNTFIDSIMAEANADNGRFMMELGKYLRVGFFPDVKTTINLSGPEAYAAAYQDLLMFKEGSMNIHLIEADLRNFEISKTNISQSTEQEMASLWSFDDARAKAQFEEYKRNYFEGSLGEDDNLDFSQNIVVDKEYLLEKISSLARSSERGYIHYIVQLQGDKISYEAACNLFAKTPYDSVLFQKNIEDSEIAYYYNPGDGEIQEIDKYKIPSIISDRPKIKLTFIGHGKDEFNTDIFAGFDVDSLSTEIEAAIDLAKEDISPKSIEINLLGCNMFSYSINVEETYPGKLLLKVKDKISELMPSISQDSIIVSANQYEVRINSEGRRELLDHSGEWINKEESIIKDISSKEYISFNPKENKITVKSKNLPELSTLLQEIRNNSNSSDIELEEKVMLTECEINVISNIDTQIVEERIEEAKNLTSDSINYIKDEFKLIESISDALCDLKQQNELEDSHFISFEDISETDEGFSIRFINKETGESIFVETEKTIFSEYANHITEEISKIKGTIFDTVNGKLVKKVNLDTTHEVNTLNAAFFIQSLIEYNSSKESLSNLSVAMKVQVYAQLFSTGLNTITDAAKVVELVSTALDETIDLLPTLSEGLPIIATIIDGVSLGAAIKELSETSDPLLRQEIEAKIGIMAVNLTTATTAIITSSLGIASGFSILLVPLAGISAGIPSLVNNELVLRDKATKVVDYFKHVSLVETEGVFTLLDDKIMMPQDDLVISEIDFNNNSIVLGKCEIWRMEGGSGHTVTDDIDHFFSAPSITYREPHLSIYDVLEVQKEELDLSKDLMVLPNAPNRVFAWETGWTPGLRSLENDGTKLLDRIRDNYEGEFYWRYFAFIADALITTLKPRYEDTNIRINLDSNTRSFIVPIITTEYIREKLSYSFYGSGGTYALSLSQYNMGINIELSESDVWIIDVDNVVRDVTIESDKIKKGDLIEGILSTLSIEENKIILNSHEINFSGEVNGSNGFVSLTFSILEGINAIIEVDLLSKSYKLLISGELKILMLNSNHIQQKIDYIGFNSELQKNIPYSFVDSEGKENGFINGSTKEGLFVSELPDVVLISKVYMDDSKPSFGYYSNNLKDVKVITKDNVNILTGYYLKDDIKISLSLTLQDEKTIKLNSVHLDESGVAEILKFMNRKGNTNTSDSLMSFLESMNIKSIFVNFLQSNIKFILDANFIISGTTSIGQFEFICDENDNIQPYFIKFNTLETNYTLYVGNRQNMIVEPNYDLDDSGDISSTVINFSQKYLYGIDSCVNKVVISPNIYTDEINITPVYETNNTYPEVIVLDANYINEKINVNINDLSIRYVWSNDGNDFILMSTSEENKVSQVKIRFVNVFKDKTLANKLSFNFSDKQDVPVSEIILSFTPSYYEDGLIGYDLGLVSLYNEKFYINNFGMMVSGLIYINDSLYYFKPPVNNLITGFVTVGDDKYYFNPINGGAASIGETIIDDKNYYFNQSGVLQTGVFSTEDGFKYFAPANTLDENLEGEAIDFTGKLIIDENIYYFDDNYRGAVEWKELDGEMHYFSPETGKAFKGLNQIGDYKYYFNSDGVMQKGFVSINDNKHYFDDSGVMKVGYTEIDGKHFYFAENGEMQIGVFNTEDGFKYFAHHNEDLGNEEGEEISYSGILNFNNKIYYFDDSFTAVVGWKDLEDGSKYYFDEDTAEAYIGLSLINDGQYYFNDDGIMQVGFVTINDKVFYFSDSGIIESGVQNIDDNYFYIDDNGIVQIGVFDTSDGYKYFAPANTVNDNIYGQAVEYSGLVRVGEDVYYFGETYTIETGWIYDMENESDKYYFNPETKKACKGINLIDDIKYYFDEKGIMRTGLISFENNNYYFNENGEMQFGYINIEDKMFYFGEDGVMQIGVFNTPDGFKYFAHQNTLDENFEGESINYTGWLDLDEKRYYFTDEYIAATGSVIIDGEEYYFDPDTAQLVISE
An asterisk follows results filed as active. A portion of the library (hit frequency here may not be typical).

SMILES | TcdB GH inh
C[C@H]1CN([C@@H](C)CO)C(=O)c2cc(NC(=O)CCN3CCOCC3)ccc2O[C@H]1CN(C)Cc1ccc(C(F)(F)F)cc1 | 0.4
COCC(=O)N(C[C@H]1N[C@H](CO)[C@H]1c1ccc(-c2ccccc2)cc1)C(C)C | -0.7
C[C@@H]1CN([C@H](C)CO)C(=O)c2cc(C#CCN(C)C)cnc2O[C@H]1CN(C)Cc1ccccn1 | -0.6
CC(C)NC(=O)N(C)C[C@@H]1Oc2ccc(NC(=O)CCCCCC(=O)Nc3ccccc3N)cc2C(=O)N([C@@H](C)CO)C[C@H]1C | -1.0
C[C@H](O)C#Cc1cnc2c(c1)C(=O)N([C@H](C)CO)C[C@H](C)[C@H](CN(C)Cc1cncnc1)O2 | 0.5
COc1ccc2c3c([nH]c2c1)[C@@H](CO)N(CC1CC1)CC31CN(S(=O)(=O)c2cccc(F)c2)C1 | -0.6
C[C@H](CO)N1C[C@H](C)[C@@H](CN(C)C(=O)Nc2ccccc2)Oc2ccc(NC(=O)CCN3CCOCC3)cc2CC1=O | -1.2
CNC[C@@H]1OCCCC[C@H](C)Oc2ccc(NS(=O)(=O)c3ccc(C)cc3)cc2C(=O)N([C@H](C)CO)C[C@@H]1C | -0.7
COc1ccc2c3c([nH]c2c1)[C@H](CO)N(C(=O)c1cnccn1)CC31CN(S(C)(=O)=O)C1 | 0.4
CCS(=O)(=O)Nc1ccc2c(c1)C(=O)N(C)[C@@H]1CC[C@@H](CC(=O)NCc3ccccc3F)O[C@H]1CO2 | 0.2
C[C@@H]1CN([C@@H](C)CO)C(=O)Cc2cc(NC(=O)Cc3cn(C)c4ccccc34)ccc2O[C@H]1CN(C)C | -0.4
C/C=C/c1ccc([C@@H]2[C@@H](CO)N(C(=O)CN(C)C)C23CN(C(=O)C2CCOCC2)C3)cc1 | 1.0
C[C@H](CO)N1C[C@H](C)[C@H](CN(C)S(C)(=O)=O)Oc2ncccc2C1=O | 0.6
CN(C)C(=O)c1cccc(-c2ccc3c(c2)[C@@H]2[C@@H](CCN2C(=O)C2CC2)[C@@H](CO)N3)c1 | -0.5
O=C(C[C@@H]1CC[C@@H]2[C@H](COC[C@@H](O)CN2S(=O)(=O)c2ccc(F)cc2)O1)N[C@@H]1CCN(Cc2ccccc2)C1 | -2.9
CC(C)c1cn(CC[C@@H]2CC[C@@H](NS(=O)(=O)c3ccc(F)cc3)[C@H](CO)O2)nn1 | 0.7
CCCNC(=O)N1C[C@@H](O)COC[C@H]2O[C@H](CC(=O)N3CCC(Cc4ccccc4)CC3)CC[C@@H]21 | -0.5
C[C@H](NC(=O)C[C@@H]1CC[C@H](NS(=O)(=O)c2cccc(F)c2)[C@@H](CO)O1)c1ccccc1 | -0.3
N#C[C@@H]1[C@H](c2ccccc2-c2ccccc2)[C@H](CO)N1C(=O)Cc1ccccc1 | -2.3
O=C(C[C@@H]1CC[C@@H](NC(=O)CN2CCOCC2)[C@H](CO)O1)NCCc1ccccc1 | 0.8
C[C@H]1CN([C@@H](C)CO)C(=O)c2cc(NS(=O)(=O)c3cn(C)cn3)ccc2O[C@@H]1CN(C)Cc1ccc(C(=O)O)cc1 | 0.7
CCCN(C)C[C@@H]1Oc2cc(C3=CCCCC3)ccc2S(=O)(=O)N([C@H](C)CO)C[C@@H]1C | -1.0
C[C@@H]1CCCCO[C@@H](CN(C)Cc2ccc(C(F)(F)F)cc2)[C@H](C)CN([C@H](C)CO)C(=O)c2cc(N(C)C)ccc2O1 | -26
CCCNC(=O)N1CC(=O)N2[C@H](C1)[C@@H](c1ccc(-c3ccc(F)cc3)cc1)[C@@H]2CO | -0.8
CNC[C@H]1Oc2ccc(NS(=O)(=O)c3ccccc3)cc2CC(=O)N([C@H](C)CO)C[C@H]1C | 0.9
COc1ccc(NC(=O)Nc2ccc3c(c2)C(=O)N([C@@H](C)CO)C[C@H](C)[C@H](CN(C)C(=O)CCCN(C)C)OCCCC[C@H](C)O3)cc1 | 0.1
COc1ccccc1-c1cn(CC[C@@H]2CC[C@@H](NC(=O)c3cnccn3)[C@@H](CO)O2)nn1 | -1.3
C[C@@H]1CN([C@@H](C)CO)C(=O)c2cccc(NS(=O)(=O)c3ccc(Cl)cc3)c2O[C@H]1CN(C)S(=O)(=O)c1ccc(Cl)cc1 | 1.7
COCC(=O)N(C)C[C@@H]1Oc2ncc(C#C[C@@H](C)O)cc2C(=O)N([C@@H](C)CO)C[C@@H]1C | 1.8
CN(C)CC(=O)N1[C@H](C#N)[C@@H](c2ccccc2-c2ccccc2F)[C@@H]1CO | -0.8
CCC(=O)N1CC2(C1)[C@H](c1ccccc1)[C@@H](CO)N2C(=O)c1cccnc1 | -0.7
COc1ccc2c3c([nH]c2c1)[C@H](CO)N(Cc1ccncc1)CC31CN(CC2CCOCC2)C1 | 0.4
CO[C@@H]1CN(C)C(=O)c2ccc(NC(=O)Nc3c(C)noc3C)cc2OC[C@H](C)N(CC2CC2)C[C@@H]1C | -0.3
C[C@H](CO)N1C[C@H](C)[C@@H](CN(C)Cc2ccccn2)Oc2ncc(-c3ccc(F)cc3)cc2C1=O | -0.3
COc1ccc(S(=O)(=O)N(C)C[C@H]2OCCCC[C@H](C)Oc3ccc(NC(=O)c4ccncc4)cc3C(=O)N([C@H](C)CO)C[C@@H]2C)cc1 | 1.2
Cc1noc(C)c1NC(=O)Nc1ccc2c(c1)C(=O)N([C@H](C)CO)C[C@H](C)[C@H](CN(C)C(=O)Nc1c(C)noc1C)OCCCC[C@H](C)O2 | -1.8
O=C(NCC[C@@H]1CC[C@H](NC(=O)C2CCCC2)[C@@H](CO)O1)c1cc(Cl)cc(Cl)c1 | -0.9
COc1ccc(S(=O)(=O)Nc2ccc3c(c2)CC(=O)N([C@@H](C)CO)C[C@H](C)[C@H](CN(C)Cc2ccc(-c4ccccc4)cc2)O3)cc1 | -1.0
O=C(C[C@@H]1C=C[C@H](NC(=O)C2CC2)[C@@H](CO)O1)NC1CCC1 | -0.6
C[C@H](CO)N1C[C@H](C)[C@H](CN(C)CC2CC2)Oc2cc(C#Cc3ccccc3F)ccc2S1(=O)=O | -1.4
C[C@@H](O)C#Cc1cnc2c(c1)C(=O)N([C@@H](C)CO)C[C@H](C)[C@@H](CN(C)C(=O)Cc1ccccn1)O2 | -0.5
CCC(=O)N1[C@@H]2Cn3c(ccc(/C=C/c4ccccc4)c3=O)[C@H]1[C@@H](C(=O)N(C)C)[C@@H]2CO | 1.2
Cc1noc(C)c1NC(=O)Nc1ccc2c(c1)CC(=O)N([C@H](C)CO)C[C@H](C)[C@@H](CN(C)Cc1ccncc1)O2 | -0.6
COc1cccc(S(=O)(=O)Nc2ccc3c(c2)C(=O)N(C)C[C@@H](OC)[C@@H](C)CN(Cc2ccccc2F)[C@H](C)CO3)c1 | -0.8
N#C[C@H]1[C@@H](c2ccccc2-c2cccc(F)c2)[C@H](CO)N1C(=O)C1CC1 | 3.1
C[C@H](CO)N1C[C@H](C)[C@H](CN(C)C(=O)Nc2ccc(F)cc2)Oc2ncc(C3=CCCCC3)cc2C1=O | 0.8
C[C@H]1CN([C@@H](C)CO)C(=O)c2cccc(NC(=O)c3nc4ccccc4s3)c2O[C@@H]1CN(C)Cc1ccc(-c2ccccc2)cc1 | -0.4
CCCNC(=O)C[C@H]1CC[C@@H]2[C@H](COc3ccc(NS(=O)(=O)CC)cc3C(=O)N2C)O1 | -1.2
O=C(C[C@@H]1CC[C@@H](NC(=O)CCN2CCCCC2)[C@@H](CO)O1)Nc1ccc(-c2ccccc2)cc1 | 1.7
C[C@H](CO)N1C[C@H](C)[C@H](CN(C)S(=O)(=O)c2ccccc2)Oc2ccc(NC(=O)CCCCCC(=O)Nc3ccccc3N)cc2C1=O | 0.2

Further compounds:
SMILES | TcdB GH inh
CCCN1[C@@H]2c3ccc(-c4ccncc4)c(=O)n3C[C@@H]2[C@@H](CO)[C@@H]1C(=O)N1CCOCC1 | 0.3
C[C@@H]1CCCCO[C@H](CN(C)C(=O)Nc2cccc3ccccc23)[C@@H](C)CN([C@@H](C)CO)C(=O)c2cc(NS(C)(=O)=O)ccc2O1 | -1.9
CS(=O)(=O)Nc1ccc2c(c1)[C@@H]1C[C@H](CC(=O)N3CCc4ccccc4C3)O[C@@H](CO)[C@@H]1O2 | -0.2
COc1ccc(C#Cc2ccc3c(c2)[C@]2(C(=O)N3)[C@H](c3ccc(OCCO)cc3)N3[C@H](c4ccccc4)[C@H](c4ccccc4)OC(=O)[C@H]3[C@@H]2C(=O)N2CCCCCCC2)cc1 | -0.7
Cc1ccccc1-c1cnc2c(c1)C(=O)N([C@H](C)CO)C[C@H](C)[C@@H](CN(C)Cc1ccccc1F)O2 | 0.7
CC=Cc1ccc2n(c1=O)C[C@H]1[C@H](CO)[C@@H](C(=O)NC3CCC3)[C@@H]2N1Cc1ccccc1 (mixture of isomers) | -0.4
CN1C(=O)c2cc(NC(=O)c3cccc(F)c3)ccc2OC[C@@H]2O[C@@H](CC(=O)NCC3CCCCC3)CC[C@H]21 | 19*
C[C@H](CO)N1C[C@H](C)[C@H](CN(C)S(=O)(=O)c2ccc(Cl)cc2)Oc2ccc(NC(=O)c3ccncc3)cc2CC1=O | -0.6
COc1ccc(-c2ccc([C@H]3[C@@H](CO)N4C(=O)CN(C(=O)C5CCC5)C[C@@H]34)cc2)cc1 | 0.9
O=C(Nc1ccc(F)cc1)N[C@H]1CC[C@H](CCNS(=O)(=O)c2ccccc2F)O[C@@H]1CO | 1.4

An excerpt of the results above, as a working copy:
SMILES | TcdB GH inh
COc1ccc(-c2ccc([C@H]3[C@@H](CO)N4C(=O)CN(C(=O)C5CCC5)C[C@@H]34)cc2)cc1 | 0.9
O=C(Nc1ccc(F)cc1)N[C@H]1CC[C@H](CCNS(=O)(=O)c2ccccc2F)O[C@@H]1CO | 1.4

Back to the main list with the 5 entries that preceded the break.
SMILES | TcdB GH inh
CC=Cc1ccc2n(c1=O)C[C@H]1[C@H](CO)[C@@H](C(=O)NC3CCC3)[C@@H]2N1Cc1ccccc1 (mixture of isomers) | -0.4
CN1C(=O)c2cc(NC(=O)c3cccc(F)c3)ccc2OC[C@@H]2O[C@@H](CC(=O)NCC3CCCCC3)CC[C@H]21 | 19*
C[C@H](CO)N1C[C@H](C)[C@H](CN(C)S(=O)(=O)c2ccc(Cl)cc2)Oc2ccc(NC(=O)c3ccncc3)cc2CC1=O | -0.6
COc1ccc(-c2ccc([C@H]3[C@@H](CO)N4C(=O)CN(C(=O)C5CCC5)C[C@@H]34)cc2)cc1 | 0.9
O=C(Nc1ccc(F)cc1)N[C@H]1CC[C@H](CCNS(=O)(=O)c2ccccc2F)O[C@@H]1CO | 1.4
O=C(CC(F)(F)F)N1C[C@@H]2[C@H](c3ccccc31)[C@H](CO)N2CC1CCCCC1 | -0.3
C[C@H](CO)N1C[C@H](C)[C@H](CN(C)C)Oc2c(NC(=O)NC3CCCCC3)cccc2C1=O | -0.4
C[C@@H]1CN([C@H](C)CO)C(=O)c2cc(NC(=O)Nc3ccc(F)cc3)ccc2O[C@@H](C)CCCCO[C@@H]1CN(C)S(=O)(=O)c1ccccc1 | 0.2
CO[C@H]1CN(C)C(=O)c2ccc(NC(=O)C3CC3)cc2OC[C@H](C)N(CCc2ccccc2)C[C@@H]1C | 1.6
O=C(C[C@H]1C=C[C@@H](NS(=O)(=O)c2ccc(F)cc2)[C@@H](CO)O1)NC1CCC1 | 0.1
C[C@H](NC(=O)[C@@H]1[C@@H](CO)[C@@H]2Cn3c(cccc3=O)[C@@H]2N1CCC(F)(F)F)c1ccccc1 | -0.7
O=C(Nc1ccc(C(F)(F)F)cc1)N[C@@H]1CC[C@H](CC(=O)N2CCCCC2)O[C@@H]1CO | -1.1
C[C@H]1CN([C@@H](C)CO)C(=O)Cc2cc(NC(=O)Nc3cccc4ccccc34)ccc2O[C@@H]1CN(C)C(=O)Nc1ccccc1 | 1.2
C[C@H](CO)N1C[C@H](C)[C@H](CN(C)Cc2ccc(Cl)c(Cl)c2)OCc2cn(nn2)CCCC1=O | -19
O=C(C[C@@H]1CC[C@H]2[C@@H](COC[C@H](O)CN2C(=O)c2ccncc2)O1)NC1CCC1 | 0.0

Sorted by SMILES length (smallest number first): some entries from above
SMILES | TcdB GH inh
O=C(CC(F)(F)F)N1C[C@@H]2[C@H](c3ccccc31)[C@H](CO)N2CC1CCCCC1 | -0.3
O=C(Nc1ccc(C(F)(F)F)cc1)N[C@@H]1CC[C@H](CC(=O)N2CCCCC2)O[C@@H]1CO | -1.1
C[C@H](CO)N1C[C@H](C)[C@H](CN(C)Cc2ccc(Cl)c(Cl)c2)OCc2cn(nn2)CCCC1=O | -19
CO[C@H]1CN(C)C(=O)c2ccc(NC(=O)C3CC3)cc2OC[C@H](C)N(CCc2ccccc2)C[C@@H]1C | 1.6

Going on with the list:
SMILES | TcdB GH inh
CO[C@@H](CN(C)S(=O)(=O)c1ccc(F)cc1)[C@@H](C)CN(C(=O)Nc1ccccc1F)[C@H](C)CO | 3.0
C[C@H](CO)N1C[C@H](C)[C@H](CN(C)Cc2ccncc2)Oc2c(NC(=O)C3CCOCC3)cccc2C1=O | 1.5
C[C@@H]1CN([C@@H](C)CO)S(=O)(=O)c2ccc(C#Cc3ccc(F)cc3)cc2O[C@H]1CN(C)S(=O)(=O)c1ccc(F)cc1 | -0.2
C[C@H](CO)N1C[C@H](C)[C@H](CN(C)C(=O)Nc2cccc3ccccc23)Oc2c(NC(=O)Nc3ccc4c(c3)OCO4)cccc2C1=O | -1.1
CCCN(C)C[C@@H]1Oc2ncc(-c3cccc(C#N)c3)cc2C(=O)N([C@@H](C)CO)C[C@@H]1C | -1.1
O=C(C[C@H]1C[C@@H]2c3cc(NC(=O)c4cccnc4)ccc3O[C@@H]2[C@@H](CO)O1)NC1CCCCC1 | -1.4
COc1ccc(NC(=O)N2CCCCN3[C@H](CO)[C@H](c4ccc(-c5ccccc5F)cc4)[C@H]3C2)cc1 | 0.1
C[C@H]1CN([C@@H](C)CO)C(=O)c2cc(NC(=O)Cc3ccccc3)ccc2O[C@H]1CN(C)Cc1ccc(Oc2ccccc2)cc1 | -0.5
CCC(=O)Nc1ccc2c(c1)C(=O)N(C)C[C@@H](OC)[C@@H](C)CN(C(=O)COC)[C@@H](C)CO2 | -1.4
C/C=C/c1cnc2c(c1)C(=O)N([C@H](C)CO)C[C@@H](C)[C@@H](CN(C)S(=O)(=O)c1ccc(C)cc1)O2 | -0.1
CCC(=O)N1[C@H](C#N)[C@H](c2ccccc2-c2ccccc2)[C@H]1CO | -12
